CXCR6 block: inhibitors of human CXCR6 receptor | O00574 | CHO-K1 PathHunter CXCR6 beta-arrestin, luminescence | inhibition, % at 20 µM | 360,000 compounds, 0.36% hits | AID 602244; in the data active = inhibition above about 34%, passing the limit was not always enough;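 also: antagonist mode with CXCL16 agonist at 10 nM final; 0% = 10 nM CXCL16 with DMSO and 100% = unstimulated wells without agonist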
Target sequence (O00574 whole entry, looked up): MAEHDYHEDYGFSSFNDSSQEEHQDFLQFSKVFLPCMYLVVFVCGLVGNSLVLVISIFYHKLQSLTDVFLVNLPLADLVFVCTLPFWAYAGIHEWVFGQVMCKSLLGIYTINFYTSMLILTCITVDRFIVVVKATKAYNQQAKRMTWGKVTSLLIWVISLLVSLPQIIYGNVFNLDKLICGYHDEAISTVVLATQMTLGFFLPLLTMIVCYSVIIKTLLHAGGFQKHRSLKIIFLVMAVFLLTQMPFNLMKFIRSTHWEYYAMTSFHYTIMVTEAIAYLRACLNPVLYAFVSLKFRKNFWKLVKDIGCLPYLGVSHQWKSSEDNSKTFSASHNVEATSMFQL
APJ antagonist: blocks the human apelin receptor APJ; CHO-K1 APJ beta-arrestin complementation, luminescence; P35414; inhibition, % at 20 µM; 330,000 compounds, 0.32% hits; AID 2521;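 active = inhibition above about 40% at 20 µM, limit read from the data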;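 also: cells challenged with 10 nM apelin-13 agonist together with compound; plate controls were apelin-13 plus DMSO wells for no effect and DMSO wells lacking apelin-13 for full effect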
UBC13 polyUb: human UBC13 polyubiquitination inhibition; inhibition, % at 20 µM; 330,000 compounds, 0.47% hits; P61088; UBC13 polyubiquitin chain formation, TR-FRET; in the data active = inhibition above about 45%, passing the limit was not always enough; inconclusive = no clear call, values can overlap the other calls
Target sequence (P61088 whole entry, looked up): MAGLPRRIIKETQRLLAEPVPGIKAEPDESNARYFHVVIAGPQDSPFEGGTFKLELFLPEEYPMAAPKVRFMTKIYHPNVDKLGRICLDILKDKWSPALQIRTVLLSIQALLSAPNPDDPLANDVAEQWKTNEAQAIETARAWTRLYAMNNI
697 NFkB inh: lowers PMA/ionomycin-induced NF-kB signal in 697 B cells; 330,000 compounds, 0.33% hits; inhibition, % at 4 µM; 697 B-cell NF-kB luciferase reporter, 16 h; in the data active = inhibition above about 35%
Gli-Sufu antag: Gli-Sufu pathway antagonism; Sufu-KO-LIGHT fibroblasts, Gli luciferase reporter luminescence; inhibition, % at 5 µM; 340,000 compounds, 0.74% hits; AID 588413;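 active = inhibition above about 55%, limit read from the data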;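 also: 0% = DMSO-treated cells and 100% = wells with medium but no cells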
Jurkat NFkB inh: lowers PMA/ionomycin-induced NF-kB signal in Jurkat cells. 330,000 compounds, 0.53% hits. PMA/ionomycin-induced NF-kB luciferase reporter, luminescence. inhibition, % at 4 µM. AID 435003; in the data active = inhibition above about 50%
EBI2 block: blocks human EBI2 receptor beta-arrestin signaling | inhibition, % at 5 µM | 360,000 compounds, 0.81% hits | AID 651636 | EBI2 beta-arrestin recruitment, luminescence, 7a,25-OHC stimulated | P32249; in the data active = inhibition above about 38%;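 also: enzyme fragment complementation signal reports receptor beta-arrestin coupling in cells; 0% = agonist plus DMSO wells and 100% = wells without agonist; some results beyond the cut were filed as inactive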
Target sequence (P32249 whole entry, looked up, the tested form may be a part): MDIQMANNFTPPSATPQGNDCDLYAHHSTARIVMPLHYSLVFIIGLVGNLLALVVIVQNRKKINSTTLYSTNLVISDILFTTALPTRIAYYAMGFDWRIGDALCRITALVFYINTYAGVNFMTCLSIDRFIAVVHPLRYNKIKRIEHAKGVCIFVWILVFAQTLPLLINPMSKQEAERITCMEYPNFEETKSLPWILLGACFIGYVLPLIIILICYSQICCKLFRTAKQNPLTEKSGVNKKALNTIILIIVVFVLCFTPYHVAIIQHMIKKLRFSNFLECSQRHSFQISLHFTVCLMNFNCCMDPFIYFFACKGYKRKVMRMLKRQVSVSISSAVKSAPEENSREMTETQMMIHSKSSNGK
CCR6 antag: blocks CCL20-driven beta-arrestin recruitment at human CCR6. P51684. CHO-K1 CCR6 PathHunter beta-arrestin, luminescence, CCL20-stimulated. inhibition, % at 20 µM. 340,000 compounds, 0.49% hits;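 active = compounds whose inhibition of the agonist-driven luminescence signal at 20 µM reaches about 50%, limit read from the data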;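 also: cells stimulated with CCL20 at 14 nM final; plate controls were DMSO with CCL20 for no effect and DMSO without agonist for full effect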
Starred values were filed as active, the others as inactive; ? = inconclusive; · = not tested or not shown.

SMILES	CXCR6 block	APJ antagonist	UBC13 polyUb	697 NFkB inh	Gli-Sufu antag	Jurkat NFkB inh	EBI2 block	CCR6 antag
CCOc1ccc2nc(SCC(=O)N3CCN(C(=O)c4ccco4)CC3)sc2c1	1.6	-1.3	4.0	6.4	5.9	2.9	1.2	3.3
O=c1[nH]cnc2c1nnn2Cc1ccccc1	-0.7	-10.2	2.3	-6.6	13.9	-17.6	3.7	1.6
CCC(C)[C@H](NC(=O)N1CCn2c1nc1ccccc12)C(=O)NCc1ccc(OC)cc1 (stereo partly drawn)	-1.0	-30.8	-2.8	5.3	-8.6	1.4	0.7	9.9
O=C(NCCO)/C(=C/c1cccc([N+](=O)[O-])c1)NC(=O)c1ccco1	1.7	-5.9	1.8	19.1	1.5	-2.1	-7.2	-0.4
Cc1sc2nc(SCC(=O)NCc3cccs3)[nH]c(=O)c2c1C	2.3	3.6	5.4	-32.6	-12.0	-2.7	3.8	6.3
NC(CSCc1cccc(Br)c1)C(=O)O (stereo not drawn)	1.9	-13.2	-12.0	-1.5	-7.5	0.2	6.5	14.8
COC(=O)C1=CN(CCCN2CCCC2=O)C=C(C(=O)OC)C1c1cccs1	-4.1	-12.1	6.1	-36.6	2.5	5.0	-4.3	5.2
CC[C@]12c3[nH]c4cc(CCC(=O)N(C)C)ccc4c3CCN1C(=O)[C@@H](CC(=O)NCc1ccco1)C[C@@H]2C(=O)N1CCN(C(=O)C2CC2)CC1	-1.3	·	·	11.8	-2.7	·	5.4	4.8
Clc1ccc(C[n+]2csc3ccccc32)cc1	-13.1	·	·	·	3.2	·	37.4	9.7
Nc1nc(SCC(=O)NCCCN2CCOCC2)nc2sc3c(c12)CCC3	-2.6	8.3	5.3	26.1	0.3	-9.8	3.7	-1.2
CCOC(=O)N1CCN(C(=O)c2ccccc2N(C)S(C)(=O)=O)CC1	-0.1	-3.8	3.1	6.6	10.4	3.2	-5.7	-27.4
CCc1ccc(NC(=O)c2cc(C)no2)cc1	-1.7	-15.2	0.2	-40.6	-26.9	-68.4	-2.5	7.5
CSc1nc(N2CCOCC2)c2c(c1C#N)CCCCC2	-6.1	-3.6	52.6*	7.6	18.5	19.0	18.6	24.4
COc1cc(NC(=O)c2ccc([N+](=O)[O-])cc2)ccc1NC(=O)C(C)C	-9.5	-32.7	2.1	21.9	-10.4	4.9	-9.4	-11.9
Cc1nc(NS(=O)(=O)c2cccc([N+](=O)[O-])c2)sc1C(C)(C)C	9.4	5.3	-0.3	-5.4	2.1	15.5	-6.1	9.9
CCO[C@@H]1OC(C(=O)O)=C[C@H](c2csc3ccccc23)[C@H]1CCCO	-7.0	-63.8	-7.8	10.9	18.9	7.8	-4.5	8.4
CCOC(=O)C1(C(=O)OCC)CC1c1ccccc1 (stereo not drawn)	6.7	-14.0	-2.0	6.6	0.2	-9.7	-6.0	-1.4
CSCCC(NS(=O)(=O)c1ccc(Cl)cc1)C(=O)N1CCN(c2ccccc2)CC1 (stereo not drawn)	-1.4	·	·	·	10.5	·	-6.7	13.7
CC(C)c1ccc(NC(=O)COc2ccc(C3SCCS3)cc2)cc1	-1.1	4.7	-4.1	1.7	-0.7	8.9	3.3	-0.1
Cc1nc(N2CCN(C(=O)c3ccco3)CC2)c2c3c(sc2n1)CC(C)CC3 (stereo not drawn)	-8.9	18.5	11.2	-13.5	79.2*	-11.0	18.2	14.6
O=C(O)c1cc(S(=O)(=O)Nc2ccc(OCc3ccccc3)cc2)ccc1Br	5.6	13.5	-11.2	1.5	7.6	-4.4	4.3	-5.5
NS(=O)(=O)c1ccc(N2N=C(c3ccccc3)CC2c2ccccc2Cl)cc1 (stereo not drawn)	-1.1	·	·	-8.4	-3.9	·	2.8	18.4
CCOc1ccc(NC(=O)CC(Cc2ccc(Cl)cc2)C(=O)O)cc1 (stereo not drawn)	-3.2	-4.7	-3.3	0.6	8.3	-19.7	-4.7	3.1
Cc1nc(NC(=S)NC(=O)c2ccco2)sc1C(=O)N(C)C	10.7	20.4	2.3	-6.9	4.3	22.1	-8.2	18.8
Cn1c2c(c(=O)n(C)c1=O)C(c1ccc(O)cc1)Nc1ccccc1O2 (stereo not drawn)	-1.4	-16.3	-0.2	2.2	-9.4	3.7	1.8	3.2
SMILES	CXCR6 block	APJ antagonist	UBC13 polyUb	697 NFkB inh	Gli-Sufu antag	Jurkat NFkB inh	EBI2 block	CCR6 antag
CC(C)(C)C(O)C(Cc1ccccc1Cl)n1cncn1 (stereo not drawn)	-4.6	21.4	3.6	4.7	12.8	-0.3	6.3	6.5
CN1CCN(C(=O)/C(C#N)=C/c2ccc(OC(F)F)cc2)CC1	3.4	·	·	·	1.1	·	-17.9	-5.0
O=C(NCc1ccccc1)c1cccc(NS(=O)(=O)c2cccc3cccnc23)c1	5.1	-9.7	-3.5	9.9	-13.1	21.7	2.3	-3.5
O=C(Nc1ccccc1Cl)c1ccc2nccnc2c1	1.8	13.9	-0.3	-25.6	-63.5	-47.8	4.9	2.0
CCOC(=O)c1c(N)n[nH]c1-c1ccc(OC)cc1	2.5	-8.5	25.8	-0.7	-6.7	-2.2	1.6	-0.2
COc1cc(NC(=O)CSc2nnc(NC(C)C)s2)cc(OC)c1OC	-6.8	9.9	-0.6	12.0	-0.3	8.3	-3.1	5.1
O=C(c1nc2ccccn2c1CN1CCCC(OCc2ccccc2)C1)N1CCCC1 (stereo not drawn)	7.8	-8.7	1.3	-3.4	25.6	-1.8	4.8	0.3
CCOC(=O)CN1N=C(c2ccc(Cl)cc2)CCC1=O	6.0	-20.2	-10.0	6.9	-7.9	-7.2	-6.8	13.3
Cc1cc(C)cc(C(=O)NCC(=O)OCC(=O)Nc2cccnc2Cl)c1	3.0	-11.8	-9.1	1.0	13.3	3.1	-7.7	4.8
CN(c1ccccc1)S(=O)(=O)c1ccc(Cl)c(C(=O)NCC(c2ccco2)N2CCCC2)c1 (stereo not drawn)	-5.0	-4.1	-4.8	-18.9	-9.3	-10.6	4.6	13.3
Oc1ccccc1/C=N/N1CCCCC1	6.8	2.0	3.1	-0.5	-10.8	-8.6	-0.3	-11.7
COc1ccc(C(CNC(=O)C2CC2)N(C)C)cc1 (stereo not drawn)	3.9	11.5	1.4	3.1	-5.3	-10.9	-6.9	-4.2
CCOc1ccc2nc(C)cc(C(=O)O)c2c1	-10.0	1.7	4.3	-3.1	7.4	-1.5	-8.0	-3.4
CCC(C(=O)NCc1ccc(C)o1)n1nc(C)c2c(C)n(-c3ccccc3)nc2c1=O (stereo not drawn)	-3.2	8.7	-4.1	-18.4	-51.0	10.6	5.3	9.2
O=C(CS(=O)CC(=O)N(c1cccc(F)c1)C(C(=O)NC1CCCCC1)c1ccco1)Nc1ccc(F)cc1 (stereo not drawn)	2.6	-6.9	-3.7	-1.9	8.8	-0.9	11.8	9.2
C=CCOc1ccc(CN(C)CC(O)COc2cccc3ccccc23)cc1 (stereo not drawn)	-0.2	-26.6	11.6	-19.2	-13.9	-35.7	2.3	4.4
O=C(CN1CCCc2ccccc21)N/N=C/c1ccc(F)cc1F	-7.9	-10.6	-10.1	-14.3	-5.9	-17.4	11.2	-0.2
O=c1c(N2CCOCC2)nsnc1N1CCOCC1	2.7	13.9	-17.1	8.5	-5.2	-3.2	2.2	9.7
Cc1ccc(S(=O)(=O)c2c(C(=O)c3ccccc3)cnc3cc4c(cc23)OCCO4)cc1	8.6	6.8	?	-7.0	14.1	16.5	38.5	21.3
CCOC(=O)c1ccc(S(=O)(=O)N2CCN(CCc3ccncc3)CC2)cc1	3.9	-0.9	-1.0	4.8	-3.6	-1.0	-0.6	3.1
Cc1ccc(NC(=O)c2nn(C34CC5CC(CC(C5)C3)C4)cc2[N+](=O)[O-])cc1	13.9	-16.4	-8.8	10.6	-2.6	-23.5	10.9	24.0
NC(=O)c1ccc(NC(=O)COC(=O)c2n[nH]c3ccccc23)cc1	-2.7	8.1	-1.2	2.4	-13.0	1.6	-6.3	15.6
COc1ccc(/C=N/NC(=O)CO/N=C(\C)c2cccs2)cc1	4.2	9.7	10.1	12.4	16.6	-0.6	13.8	0.2
CC1(C)Cc2cccc(OCC(=O)N3CCN(S(=O)(=O)c4ccc(F)cc4)CC3)c2O1	3.2	11.7	-0.5	-11.9	5.7	-8.9	-7.2	13.0
COc1ccc(CN(C(=O)c2ccco2)c2ccc(Br)cc2)cc1OC	11.2	0.9	-11.2	-9.3	5.2	-17.0	4.3	6.5
SMILES	CXCR6 block	APJ antagonist	UBC13 polyUb	697 NFkB inh	Gli-Sufu antag	Jurkat NFkB inh	EBI2 block	CCR6 antag
Cc1ccc(C(=O)C(C)OC(=O)CN2C(=O)NC3(CCCC3)C2=O)cc1C (stereo not drawn)	-4.8	4.3	5.7	6.1	-9.4	2.1	-5.2	3.7
c1ccc2c(c1)CCc1c-2nc2ccccc2c1N1CCOCC1	-5.0	-31.9	2.7	-18.6	·	-35.5	2.3	-10.5
CN(NC(=O)c1c(Cl)cccc1Cl)c1cccc(Cl)n1	5.9	-14.0	3.9	14.2	1.8	10.4	0.5	1.9
Cc1ccc(S(=O)(=O)c2cc3c(=O)n4cccc(C)c4nc3n(CC3CCCO3)c2=N)cc1C (stereo not drawn)	10.0	6.6	-6.0	-17.0	5.0	5.5	6.9	10.7
COC(=O)CN1C2=NCCCN2c2ccccc21	-2.5	19.2	1.5	5.5	-4.1	3.5	13.7	4.8
OCCN1CCN(CCOc2cccc(Cl)c2)CC1	2.8	7.2	10.5	14.9	-3.7	7.6	-5.4	12.1
Nc1nc(SCc2ccc([N+](=O)[O-])cc2)nc2nc3c(cc12)CCCC3	-3.2	5.5	2.1	1.7	12.6	14.2	-2.0	7.1
O=S(=O)(NCC1CCN(Cc2ccccc2)CC1)c1ccccc1C(F)(F)F	10.2	3.4	3.5	-0.9	10.5	-0.9	-10.6	6.9
COc1ccc(/C=C2\Oc3ccccc3C2=O)cc1	-6.8	0.3	18.5	-193.6	-130.8	-112.2	-3.8	7.2
COc1ccc(/C=N/NC(=S)Nc2cccc(C(=O)O)c2)cc1OC	-4.4	-19.8	0.2	-1.4	-9.7	18.9	-6.8	12.2
COc1ccc(NC(=O)Cc2cccc3ccccc23)cc1	2.9	0.2	8.4	4.3	-4.0	1.7	-0.9	9.4
Nc1ccccc1SCC1CSc2nc3ccccc3c(=O)n21 (stereo not drawn)	-9.9	-0.1	5.7	1.7	5.8	4.2	8.2	4.2
CCC(CC)CN1CCN=C1N(C)C	5.7	-2.3	-2.1	16.0	-6.9	-5.1	-19.4	-3.8
CN(C)c1ccnc2sc3c(SCc4ccc(Cl)cc4)ncnc3c12	-1.2	13.3	-11.7	-40.6	-23.6	-39.4	54.3*	-13.8
Cc1cc(S(=O)(=O)Nc2c(C)nn(C)c2C)c(Cl)cc1Cl	3.3	12.5	-1.2	-13.9	10.9	-12.4	-1.8	12.4
CC(C)CN(C(=O)CSc1nc2ccccc2o1)c1c(N)n(Cc2ccccc2)c(=O)[nH]c1=O	5.8	4.0	-0.6	4.4	4.3	5.8	-1.5	13.4
CC(C)(C)c1nc2ccccc2c2nnc(SCC(=O)Nc3nccs3)n12	9.5	-11.3	0.4	-56.7	-0.7	37.4	4.2	-3.9
CCOC(=O)C1CCCN(C(=O)Cn2nc(CC)n3c(cc4sccc43)c2=O)C1 (stereo not drawn)	-11.7	-0.3	-6.1	22.7	-1.8	0.6	-1.4	6.3
